SUMO Mot1 rescue = yeast Mot1-301 growth rescue at high temperature, primary screen, SUMOylation pathway inhibitor project, S. cerevisiae, ATP luminescence, 38.5C. hit rate 1% among 320,000. growth rescue, % at 18.8 µM. S. cerevisiae Mot1-301 growth rescue; percent above DMSO median, 100 means doubled;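 active = every valid replicate shows activation above 250% relative to neutral control wells; inactive = the rest, any valid replicate at or below 250%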;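 also: OY570 slx delta 5 strain wells were the positive control but not used for scaling; some compounds called inactive have numbers as strong as hits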
HTR5A inv ag = HTR5A inverse agonists in luminescence cell assay, primary screen, counter-screen for OPRM1-OPRD1 heterodimer inverse agonist project, full-deck HTS; AID 504634, 2011; HTR5A cell line, inverse agonism; hit rate 0.083% among 340,000; 5-hydroxytryptamine receptor 5A (Homo sapiens), P47898; inhibition, % at 9.3 µM; in the data active = inhibition mostly above about 23%, no sharp cut-off; inactive = mostly below about 18%;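 also: 0% = cells with DMSO and 100% = no-cell wells with DMSO; some compounds called inactive have numbers as strong as hits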
Target sequence (P47898 whole entry, looked up): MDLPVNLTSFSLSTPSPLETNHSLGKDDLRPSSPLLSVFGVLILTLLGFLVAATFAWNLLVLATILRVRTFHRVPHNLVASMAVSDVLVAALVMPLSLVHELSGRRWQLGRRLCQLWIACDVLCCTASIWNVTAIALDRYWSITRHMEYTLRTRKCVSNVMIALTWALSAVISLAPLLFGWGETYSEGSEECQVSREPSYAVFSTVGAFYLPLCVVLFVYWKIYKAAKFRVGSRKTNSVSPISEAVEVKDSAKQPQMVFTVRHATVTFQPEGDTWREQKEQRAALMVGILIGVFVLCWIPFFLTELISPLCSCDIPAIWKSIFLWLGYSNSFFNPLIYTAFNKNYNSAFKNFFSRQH
PKA-R2B act = activators of PKA-R2B holoenzyme, primary screen, biochemical, fluorescence polarization, Cy5-IP20, human | cAMP-dependent protein kinase catalytic subunit beta (Homo sapiens) + cAMP-dependent … | PKA-R2B holoenzyme dissociation; R2B truncated from residue 108, S112A mutant; 0% DMSO only, 100% 113 µM cGMP | activation, % at 11.4 µM | hit rate 0.079% among 340,000 | AID 504700, 2011;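 active = activation above a cutoff set at the mean over all compounds plus 3 SD, cut at about 18% in these data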;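 also: higher means more holoenzyme dissociation and a rise in polarization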
Tat export inh = E. coli Tat export inhibitors, primary screen, MC4100, TorA-mCherry reporter, fluorescence, single point | hit rate 0.036% among 340,000 | inhibition, % at 10 µM | AID 488895, 2010;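 active = mean replicate inhibition at least 50% and at least half of replicates individually reaching 50%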;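 also: exported cargo escapes ClpAP degradation while cytoplasmic cargo is degraded and loses fluorescence; 0% = median of neutral control wells and 100% = median of NaSCN control wells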
phage Ecoli inh = growth loss of phage-infected E. coli, primary screen, RecBCD inhibitor project, absorbance, with phage, HTS. hit rate 0.26% among 360,000. inhibition, % at 11.9 µM. AID 651602, 2012; in the data active = inhibition above about 11%
Ecoli viability = E. coli V3065 growth inhibition, primary screen, counter-screen for AddAB inhibitor project, absorbance, OD600; inhibition, % at 11.9 µM; 18 h; hit rate 0.27% among 330,000;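 active = inhibition above the campaign's mean inhibition across all tested compounds plus 3 SD, cut at about 9.9% in these data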;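 also: uninfected addAB+ strain grown without phage in ampicillin broth; 0% = DMSO wells and 100% = ciprofloxacin 0.95 µg/ml wells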
DAGLB inh = DAGLB lipase inhibitors, primary screen, biochemical, fluorescence, HTS | hit rate 0.059% among 340,000 | inhibition, % at 5.17 µM | HEK293T DAGLB membrane lysate, EnzChek fluorogenic substrate | Diacylglycerol lipase-beta (Homo sapiens), Q8NCG7 | AID 504411, 2011; in the data active = inhibition above about 34%;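 also: 0% = enzyme with vehicle and 100% = wells lacking enzyme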
CDK5 inh = inhibitors of human CDK5/p35 kinase, primary screen, biochemical, single concentration; Recombinant CDK5/p35, ADP-Glo luminescence, 60 min; inhibition, % at 10 µM; hit rate 0.01% among 330,000; AID 488839, 2010;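 active = highest replicate inhibition of at least 50% and at least 75% of replicates reaching 50%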;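 also: plate controls were DMSO neutral control for no effect and GW8510 at 10 µM for full effect; many of its hits are not listed in these tables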
Target sequence (Q00535 whole entry, looked up): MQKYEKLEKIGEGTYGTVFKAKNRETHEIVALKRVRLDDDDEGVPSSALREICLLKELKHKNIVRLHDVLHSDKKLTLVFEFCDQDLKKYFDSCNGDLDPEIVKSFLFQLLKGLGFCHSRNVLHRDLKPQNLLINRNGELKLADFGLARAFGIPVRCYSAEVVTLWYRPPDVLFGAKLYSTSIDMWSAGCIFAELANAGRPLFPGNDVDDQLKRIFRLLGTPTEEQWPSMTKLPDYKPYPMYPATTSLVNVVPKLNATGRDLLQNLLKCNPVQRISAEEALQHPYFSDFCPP
Target sequence (Q15078 whole entry, looked up): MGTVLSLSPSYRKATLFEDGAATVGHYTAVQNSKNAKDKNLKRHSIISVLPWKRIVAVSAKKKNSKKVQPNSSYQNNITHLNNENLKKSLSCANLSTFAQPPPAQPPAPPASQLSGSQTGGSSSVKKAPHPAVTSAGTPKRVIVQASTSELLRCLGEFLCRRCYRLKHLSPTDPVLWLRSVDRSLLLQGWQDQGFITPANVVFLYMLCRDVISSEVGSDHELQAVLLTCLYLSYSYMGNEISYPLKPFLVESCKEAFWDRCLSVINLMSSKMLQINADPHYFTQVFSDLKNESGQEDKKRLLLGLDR
AddAB inh = growth inhibition of E. coli expressing H. pylori AddAB, primary screen, AddAB inhibitor project, absorbance. inhibition, % at 11.9 µM. hit rate 0.29% among 330,000. AID 435030, 2010; in the data active = inhibition above about 12%;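 also: 0% = vehicle wells of infected cells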
PKA-R1A activ = activators of PKA-R1A holoenzyme, primary screen, biochemical, fluorescence polarization, Cy5-IP20, bovine R1A, mouse PKAc | hit rate 0.083% among 340,000 | activation, % at 11.4 µM | AID 504707, 2011 | cAMP-dependent protein kinase type I-alpha regulatory subunit (Bos taurus) + … | PKA-R1A dissociation; scaled: DMSO 0%, 113 µM cGMP 100%;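 active = percent activation above the mean of all tested compounds plus 3 SD, cut at about 19% in these data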;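 also: higher means more PKAc released from R1A so a rise in polarization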
HTR5A ag ctr = HTR5A agonists in luminescence cell assay, primary screen, counter-screen for OPRM1-OPRD1 heterodimer agonist project, full-deck HTS; hit rate 0.61% among 340,000; AID 504692, 2011; cell-based; activation, % at 9.3 µM; in the data active = activation mostly above about 9.5%, no sharp cut-off; inactive = mostly below about 7.6%;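 also: 0% = cells with vehicle only and 100% = reference agonist; strong numbers were not always called active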
Starred values were filed as active, the others as inactive; · = not tested or not shown.

SMILES	SUMO Mot1 rescue	HTR5A inv ag	PKA-R2B act	Tat export inh	phage Ecoli inh	Ecoli viability	DAGLB inh	CDK5 inh	AddAB inh	PKA-R1A activ	HTR5A ag ctr
Cc1ccc(-c2cccc(OC(=O)c3ccccc3F)c2)cc1	-7.3	-5.5	-3.5	-7.2	3.2	-1.9	-1.9	0.3	-1.8	-6.2	0.4
CCc1ccc(CNC(=O)CCn2ccc3cc(S(=O)(=O)N4CCCC4)ccc32)cc1	71.3	0.1	-3.5	5.1	3.5	2.7	2.0	-1.0	2.4	-12.3	4.9
CC(=O)Nc1ccc(S(=O)(=O)N2CCC(NC(=O)c3ccco3)CC2)cc1	35.4	3.1	6.4	-10.4	1.8	-1.3	-1.8	0.5	2.0	9.3	-1.6
COc1cccc(N2[C@@H](CC(C)=O)c3cc(C(F)(F)F)ccc3S2(=O)=O)c1	-10.7	9.2	-4.7	8.9	1.7	-1.7	1.0	1.1	1.9	-4.7	-3.4
CCOC(=O)c1cc(CC)sc1NC(=O)CN1CCN(C(=O)c2ccco2)CC1	4.2	-17.2	-2.3	8.6	-0.9	-0.6	-3.9	1.3	-0.7	2.0	6.7
COc1ccc(/C=C/C(=O)c2cc(F)ccc2OC(=O)c2ccccc2C)cc1OC	29.7	4.8	-8.2	4.4	2.2	-0.3	-8.8	-1.6	4.0	2.4	-1.4
COc1ccc(S(=O)(=O)Nc2ccccn2)cc1OC	-8.4	-7.9	-8.2	-3.6	5.4	-3.0	1.5	1.1	1.6	3.7	3.1
O=C(N/N=C/c1ccc(OC(=O)c2ccccc2Cl)cc1)c1cc(O)cc(O)c1	-10.2	20.9	-0.4	4.6	0.5	·	-3.0	-3.3	·	-10.3	1.7
O=[N+]([O-])c1ccc(CP(=O)(c2ccccc2)c2ccccc2)cc1	3.3	-3.1	9.2	-12.0	-0.2	·	1.4	-0.2	·	-6.4	0.8
COc1ccc(-c2cc(C(F)(F)F)c(C#N)c(SCC(=O)O)n2)cc1	11.7	-15.4	-4.3	2.0	1.8	1.9	0.3	-1.4	-2.5	-8.1	-2.8
COc1ccc(C(=O)Nc2ccccc2C(=O)NCCN2CCOCC2)cc1	9.8	13.0	2.8	-1.0	2.5	0.1	-2.5	-0.6	-2.5	-4.5	0.7
CCS(=O)(=O)c1ccc(O)c(NC(=O)COc2ccccc2)c1	114.5	-5.5	-7.0	-2.3	3.5	2.2	2.8	-2.0	0.4	1.6	0.4
COc1ccc(NC(=O)N(Cc2cc3cc(OC)c(OC)cc3[nH]c2=O)CC2CCCO2)cc1 (stereo not given)	·	-13.1	-9.0	-2.8	2.6	-0.1	-3.8	1.5	-2.0	-2.7	2.5
Cc1ccc(C)c(OCCCC(=O)NC2CCCCC2)c1	-11.3	1.6	7.9	4.1	0.1	-0.5	-4.9	0.1	-0.8	0.6	-0.5
Cc1cc(C)n(CCc2nc(-c3cccs3)cs2)n1	-3.9	-6.5	-1.6	6.3	0.9	0.5	-8.7	-0.4	2.4	-10.7	-7.3
CCC1(C(=O)O)NC(c2cccc(OC)c2O)C2C(=O)N(c3ccccc3)C(=O)C21 (stereo not given)	-2.0	-11.7	-4.8	0.3	2.3	0.6	0.4	-0.1	5.9	-7.1	3.9
COC(=O)Cn1c(CN2CCc3ccccc3C2)nc2c1c(=O)n(C)c(=O)n2C	-8.9	23.2	7.5	8.0	1.1	-2.3	0.1	0.8	0.8	-5.0	7.8
COC(=O)c1nnn(-c2cccc(Cl)c2)c1C(=O)OC	-6.7	-10.3	-7.3	2.0	1.2	-0.7	-1.0	-0.9	-0.8	-6.7	4.0
COc1ccc(N=C2CCS(=O)(=O)c3sccc32)cc1	-12.6	-21.9	17.8	-5.0	1.6	2.3	1.2	-3.0	2.4	-2.9	7.7
O=C(O)CC1(CC(=O)NCc2ccc(-c3cccs3)cc2)CCCCC1	8.5	-5.6	-1.2	4.7	1.9	4.0	-1.1	0.2	2.5	0.4	2.5
OC(COc1ccc(C2C=CCC2)cc1)CN1CCCCC1 (stereo not given)	-1.8	-12.5	0.2	-10.9	0.2	0.0	-1.1	-0.6	1.3	10.2	6.7
Cc1cc(C)nc(-n2ncc3c2CC(c2ccc(F)cc2)CC3=O)n1 (stereo not given)	91.5	4.5	1.0	4.2	2.4	-0.2	0.1	-1.7	4.6	-8.1	-1.6
CCOC(=O)c1[nH]c(C)c(/C(O)=C2\C(=O)C(=O)N(CCCN(CC)CC)C2c2cccnc2)c1C (stereo not given)	·	-5.3	0.2	4.6	2.4	1.2	2.9	1.4	1.7	-2.0	-0.8
Cc1ccccc1OCCC(=O)Nc1ccccc1C(=O)NC1CC1	181.1	9.7	-2.0	7.5	3.8	1.1	-3.5	0.6	1.7	-2.8	-3.6
CCc1ccc(C(=O)COC(=O)c2cnc(C)cn2)cc1	-2.4	3.1	-4.7	4.1	0.3	1.8	0.9	1.2	2.0	-7.7	-1.1
CC1(C)CC(=O)C(C=NCCN2CCN(CCc3ccccc3)CC2)=C(O)C1	2.2	0.4	-2.5	-5.2	1.8	0.8	0.5	-3.1	1.8	-8.1	-1.8
CSc1ncccc1C(=O)Nc1ccc(OC(F)(F)F)cc1	-17.7	-12.1	-7.1	3.6	2.9	1.2	-1.3	0.0	1.7	-7.8	4.4
Cc1ccccc1OC1CCN(C(=O)C2CCC(=O)N(C3CCCC3)C2)CC1 (stereo not given)	·	3.2	-4.3	0.6	5.2	-2.1	-0.7	0.7	3.2	-5.6	-1.9
Cc1ccc(S(=O)(=O)N(Cc2ccc(F)cc2)C(=O)N2CCN(C)CC2)cc1	7.1	7.0	-8.0	-3.9	2.5	-1.5	2.9	1.7	-1.7	5.0	-1.6
CCCOc1cccc(-c2nc3ccccc3c(=O)o2)c1	11.2	-12.3	1.7	2.6	4.0	2.7	6.3	-1.5	1.6	-10.9	-0.1
COCCNC(=O)COC(=O)c1ccc(S(=O)(=O)N2CCOCC2)cc1	5.2	·	·	-4.6	3.6	-0.2	·	0.5	0.2	·	·
COc1ccc(N=C2C(=Nc3ccc(OC)cc3)N(c3ccc(OC)cc3)C(=S)N2c2ccccc2)cc1	412.9	4.9	-9.7	5.4	2.5	-0.7	1.6	-0.9	2.8	-11.5	-1.9
Cc1ccc2oc(-c3cc(NC(=O)c4ncn[nH]4)ccc3O)nc2c1	556.0	-11.9	3.5	1.9	3.6	0.5	9.4	-0.2	4.0	-1.1	2.5
CC(=O)c1cccc(N(C(=O)c2ccco2)C(C(=O)NC2CCCCC2)c2ccc(C)o2)c1 (stereo not given)	581.2	-3.9	-7.9	6.6	-0.1	1.8	-2.1	0.9	3.7	3.5	2.6
N#CC1=C(SCC(=O)c2ccccc2)NC2=C(C(=O)CCC2)C1c1ccco1 (stereo not given)	-12.3	-10.0	-16.9	5.0	0.4	1.6	0.0	-0.8	2.0	8.7	2.3
Cc1[nH]c(=O)c(C#N)c2c1CCCC2	10.5	-5.3	-0.4	-4.3	2.0	-3.2	-1.3	-2.3	1.1	6.4	-1.0
O=C(c1ccc(Cl)c(Cl)c1)N(Cc1ccco1)c1ccc(O)cc1	193.9	10.6	10.0	2.9	4.9	-3.2	2.6	-0.9	2.1	3.1	-4.9
Clc1ccc(-c2nnc(CCc3ccccc3)o2)c(Cl)c1	-11.5	14.4	-5.8	9.1	0.9	-1.8	-17.7	-0.9	0.3	7.9	4.5
COc1ccc(OC)c(S(=O)(=O)N2CCC(c3nc4ccccc4[nH]3)CC2)c1	2.7	1.9	-4.5	11.4	7.5	0.6	-3.4	0.7	1.2	-0.7	-0.7
Cn1c2c(c(=O)n(C)c1=O)C(c1cccc(F)c1)C(C#N)=C(N)O2 (stereo not given)	-10.1	-8.6	-3.5	-4.0	1.0	-1.3	-1.5	-6.7	-0.3	-10.5	-1.2
CCCCCN=C(N)N/N=C/c1c[nH]c2ccc(OC)cc12	-30.4	-40.3	0.0	10.9	4.0	5.7	5.6	2.3	6.8	6.0	11.3
O=C(/C=N/O)NCc1ccncc1	15.5	-15.8	4.1	-12.8	2.6	-0.6	0.7	0.0	0.3	-1.4	-1.9
Cc1onc(-c2c(F)cccc2Cl)c1C(=O)OCC(=O)NCc1ccccc1	-6.2	-14.3	1.6	-5.4	0.8	-2.1	-2.1	-0.1	1.9	-7.7	6.8
Cc1c(C)c2cc3c4c(oc3c(C)c2oc1=O)CCCC4	-6.8	8.2	9.6	-3.4	0.8	1.4	-3.3	-1.0	2.5	-6.6	-2.7
COc1ccc(CCNC(=O)COC(=O)c2ccc(S(=O)(=O)N3CCCC3)cc2)cc1OC	-0.3	-22.2	-4.3	7.5	1.9	-0.8	0.6	14.9	0.1	2.0	5.7
Cc1ccc(S(=O)(=O)Nc2nc(C)c(C(=O)NN)s2)cc1	8.6	1.0	-8.1	1.6	-0.3	0.8	4.7	-1.7	0.7	-4.8	-0.3
Cn1c(NC(=O)c2ccccc2F)c(-c2cccs2)c(=O)c2ccccc21	-2.3	-5.2	10.1	9.4	1.7	-1.4	-1.6	-0.7	0.6	-0.5	2.0
COc1ccc(-c2nc(CS(=O)CC(=O)NCc3ccc(C)cc3)c(C)o2)cc1OC (stereo not given)	-2.1	14.1	-6.3	-5.4	·	-4.3	-1.0	·	0.4	-9.4	-3.8
CN(CCCC(=O)NCc1ccc2c(c1)OCO2)S(=O)(=O)c1ccc([N+](=O)[O-])cc1	-7.6	-15.8	-0.3	-1.5	3.1	1.7	2.0	-1.9	-0.2	-1.3	1.9
CCOC(=O)/C=C/c1ccc2c(c1)S(=O)(=O)N(c1cccc(OC)c1)[C@H]2CC(=O)OCC	-0.2	3.1	-0.6	-7.0	-0.6	-0.9	-2.3	0.0	2.7	-5.0	-3.4
COCCN1C(=O)N(c2cccc(C)c2)C(=O)C1CC(=O)Nc1cc(OC)cc(OC)c1 (stereo not given)	0.4	-15.5	-4.7	-4.6	-1.6	-1.7	1.8	0.5	1.3	-15.6	5.6
Cc1ccc2nc(C(F)(F)F)c(C#N)c(N)c2c1	0.0	-4.9	-5.8	-4.6	1.6	-2.2	-0.2	95.4*	-0.8	5.8	-3.9

Bioassay records (PubChem BioAssay)
